Screens: PubChem BioAssay, several laboratories
ARFGAP1 inhibitor = inhibits rat ARF GTPase activating protein 1; Q62848; Arfgap1-stimulated ARF1 GTP hydrolysis, GDP FP detection; inhibition, % at 16.5 µM; 0.26% of 360,000 active;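 active = inhibition above a per-plate limit, mean inhibition of low control wells plus 3 SD, cut at about 25% in these data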;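 note: 0% = DMSO wells with enzyme and 100% = wells lacking Arfgap1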
Target sequence (Q62848 1-136 limits assumed): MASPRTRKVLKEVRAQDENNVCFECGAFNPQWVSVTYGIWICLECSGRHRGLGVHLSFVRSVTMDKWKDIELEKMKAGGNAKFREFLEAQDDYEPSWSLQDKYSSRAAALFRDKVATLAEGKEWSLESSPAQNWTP
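material = rat Arfgap1 catalytic domain, aa 1-136 | also added = human ARF1(Δ1-17)-GTP substrate | compound dosing = one concentration, 16.5 µM, DMSO 1.26% | times = GTP hydrolysis reaction 2 h at 25 °C | measured by = FP, GDP Alexa 633 tracer displaced from anti-GDP antibody, 620/688 nm | evaluation = percent inhibition of Arfgap1-stimulated GTP hydrolysis | replication = single well per compound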
GC-B act = GC-B (human) receptor activation. P20594. HEK293-GC-B cells, CNP EC30, cGMP TR-FRET; 0% at EC30 CNP, 100% saturating CNP. activation, % at 10 µM. 0.11% of 370,000 active. AID 1920062;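 active = activation at 10 µM reaching about 35% in either raw or pattern-adjusted values, limit read from the data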
sPLA2-III inh = Blocks human group III sPLA2 activity; Q9NZ20; QFRET BODIPY PC-A2 liposome hydrolysis, fluorescence; inhibition, % at 12.2 µM; 0.56% of 370,000 active; AID 743126;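 active = inhibition above mean plus 3 SD of compounds lying within the high and low control bounds, cut at about 19% in these data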;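 note: 0% = median of test compound wells and 100% = no enzyme DMSO wells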
Target sequence (Q9NZ20 whole entry, looked up): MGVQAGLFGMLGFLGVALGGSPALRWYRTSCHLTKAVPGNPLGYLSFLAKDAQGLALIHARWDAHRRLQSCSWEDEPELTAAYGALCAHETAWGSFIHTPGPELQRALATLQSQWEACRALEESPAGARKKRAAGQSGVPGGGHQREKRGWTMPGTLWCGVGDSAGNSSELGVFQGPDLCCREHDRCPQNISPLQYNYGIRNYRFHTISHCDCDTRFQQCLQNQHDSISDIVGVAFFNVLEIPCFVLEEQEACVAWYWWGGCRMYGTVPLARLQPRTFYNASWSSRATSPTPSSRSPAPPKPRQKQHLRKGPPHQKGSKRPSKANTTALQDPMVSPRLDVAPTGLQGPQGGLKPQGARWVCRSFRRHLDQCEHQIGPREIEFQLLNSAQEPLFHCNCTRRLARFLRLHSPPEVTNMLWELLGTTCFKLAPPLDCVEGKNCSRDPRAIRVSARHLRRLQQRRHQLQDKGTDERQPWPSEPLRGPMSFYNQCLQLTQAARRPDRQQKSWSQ
GAA850 FXN act = frataxin GAA850 promoter activation | HEK293 lucGAA850 FXN promoter luciferase reporter, 24 h; percent of 10 µM SAHA response | activation, % at 6 µM | 0.56% of 360,000 active | AID 540364;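 active = activation above the average of all compounds screened plus 3 SD, cutoff fixed separately per campaign, cut at about 7.5% in these data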;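 note: 0% = DMSO wells and 100% = 10 µM SAHA wells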
ASAP1 inh = inhibitors of human ASAP1 ArfGAP activity; Q9ULH1; ASAP1-stimulated ARF1 GTP hydrolysis, GDP FP detection; inhibition, % at 16.5 µM; 0.19% of 360,000 active; in the data active = inhibition above about 25%;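 note: 0% = vehicle with enzyme and substrate and 100% = no enzyme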
Tn6 DDE FP = inhibitors of Tn6 peptide binding to human fibrin DD(E). P02675. Fibrin DD(E) TRITC-Tn6 fluorescence polarization displacement. inhibition, % at 8.3 µM. 0.21% of 370,000 active. AID 720509;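 active = inhibition above a per-campaign cutoff: mean of compounds within control limits plus 3 SD, cut at about 15% in these data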;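 note: 0% = median of all compound wells on the plate and 100% = blocking peptide control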
NPR1 activator = GC-A (human) enzyme activation. HEK293 GC-A cells, cGMP TR-FRET, EC30 ANP; 0% at EC30 ANP, 100% saturating ANP. activation, % at 10 µM. 0.14% of 370,000 active. AID 1671463; in the data active = activation above about 40%
ADAM10 inh = inhibits human ADAM10 | O14672 | recombinant ADAM10, EDANS/DABCYL FRET peptide cleavage, 3 h | inhibition, % at 7 µM | 0.62% of 370,000 active;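 active = inhibition above a per-campaign cutoff equal to the mean of compounds falling between control-based bounds plus 3 SD, cut at about 20% in these data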;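 note: 0% = DMSO wells while the 100% control is not disclosed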
proKLK7 act = proKLK7 (human) activation, primary screen | purified proKLK7, EDANS-DABCYL substrate fluorescence; 100% is mature enzyme control, 0% vehicle | activation, % at 7 µM | 0.9% of 370,000 active;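 active = activation above the mean of all tested compounds plus 3 SD, computed per campaign excluding outliers beyond control limits, cut at about 13% in these data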
Target sequence (P49862 whole entry, looked up): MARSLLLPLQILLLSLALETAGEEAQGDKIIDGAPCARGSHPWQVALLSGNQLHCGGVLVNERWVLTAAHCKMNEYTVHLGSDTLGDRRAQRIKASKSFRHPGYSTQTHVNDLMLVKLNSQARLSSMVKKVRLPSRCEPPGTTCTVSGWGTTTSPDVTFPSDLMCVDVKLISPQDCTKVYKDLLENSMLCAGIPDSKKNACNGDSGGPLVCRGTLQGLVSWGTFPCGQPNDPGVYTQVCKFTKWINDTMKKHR
rCAG binder = binds r(CAG) RNA repeats; AID 651821; inhibition, % at 3 µM; r(CAG) RNA repeat, TO-PRO-1 dye displacement fluorescence; 1.3% of 370,000 active;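 active = inhibition above the plate cutoff, the mean of all test compounds on that plate plus 3 SD, cut at about 35% in these data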;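 note: 0% = DMSO alone and 100% = 100 µM mitoxantrone as full dye displacement; higher means more dye released from RNA so lower well fluorescence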
Starred values were filed as active, the others as inactive; i = inactive. Not a hit list (roughly 4.5% active in at least one column).

SMILES | ARFGAP1 inhibitor | GC-B act | sPLA2-III inh | GAA850 FXN act | ASAP1 inh | Tn6 DDE FP | NPR1 activator | ADAM10 inh | proKLK7 act | rCAG binder
CS(=O)(=O)N(CC(=O)Nc1ccccc1C(=O)N1CCOCC1)c1ccc(Cl)cc1 | 10 | 3 | -1 | 2.9 | -7 | 5 | 0 | 4 | -0.1 | 7
Cc1ccccc1OCC(=O)N/N=C/c1ccncc1 | 4 | -3 | -2 | 2.2 | -11 | 4 | -1 | -2 | -0.2 | -1
COCCNC(=O)c1ccc(S(=O)(=O)c2ccc(Cl)cc2)c(NC(C)=O)c1 | 18 | -6 | 1 | 0.3 | 3 | 3 | 3 | -1 | 0.6 | 2
CCOc1ccc(C(C)NC(=O)c2cccs2)cc1OCC (stereo not given) | 8 | 1 | 8 | 1.6 | -10 | -1 | 6 | 10 | 0.6 | -3
O=C1NC2(CCCCCC2)C(=O)N1CCS(=O)(=O)Oc1ccccc1 | 0 | -5 | -1 | 0.6 | -6 | 5 | -2 | 1 | 0.3 | -5
Cc1cccc(N(Cc2ccccc2)C(=O)c2ccc(F)c(S(=O)(=O)N3CCOCC3)c2)c1 | 8 | -3 | -5 | -0.6 | -5 | -4 | -4 | 2 | 0.1 | -4
COc1ccc(C(CNC(=O)c2ccc(S(=O)(=O)N(C)C)cc2)N2CCCCC2)cc1 (stereo not given) | 3 | 0 | 7 | 1.0 | 1 | -9 | 3 | -13 | -0.1 | -3
COc1ccc(S(=O)(=O)N(CC(=O)NCC2CCCO2)c2ccccc2)cc1OC (stereo not given) | 3 | 4 | 12 | 0.4 | 1 | -3 | 2 | -2 | -0.4 | -1
COc1ccc(-c2ocnc2C(=O)Nc2ccc3c(c2)CCC3)cc1 | -3 | -1 | -2 | 1.3 | -2 | 3 | -5 | -5 | -0.4 | 4
CCOc1ccc(S(=O)(=O)NCCC(=O)N(C)CC(=O)Nc2ccc(OC)cc2)cc1 | 16 | 7 | -14 | -1.1 | -9 | -5 | 2 | 8 | -0.1 | -1
CCc1nc(SC)[nH]c(=O)c1C | 13 | 4 | 7 | 0.2 | 10 | -2 | 2 | -7 | -0.5 | 7
COCCCn1nnnc1SCC(=O)Nc1nc(C)c(C)s1 | 12 | 4 | 4 | -1.9 | 3 | -4 | -2 | 0 | 0.5 | -2
Clc1cccc(-c2nc(NCCCN3CCOCC3)c3ccccc3n2)c1 | -6 | -6 | -22 | 1.3 | 12 | 3 | 3 | 5 | 0.7 | 3
CCOC(=O)/C=C/C(=O)Nc1ccc(S(=O)(=O)Nc2cc(C)on2)cc1 | -3 | 1 | -3 | 2.4 | -5 | 1 | 1 | 1 | 0.8 | 7
Clc1ccc(OCCOCCN2CCCCC2)c(Br)c1 | -3 | -2 | -6 | 1.1 | -15 | -1 | -1 | 6 | 0.3 | -1
CCn1c(=O)cc(OCC(=O)N2CCN(c3cccc(C(F)(F)F)c3)CC2)c2ccccc21 | 5 | -10 | -4 | -4.0 | -4 | 2 | -12 | 9 | 0.1 | -2
N#Cc1nc(-c2cccs2)oc1NCc1ccccc1 | -2 | 3 | 1 | 2.2 | 12 | -3 | 8 | i | -9.7 | -6
Cc1ccc2oc(=O)c3cnn(CC(=O)NC4CCC(C)CC4)c3c2c1 (stereo not given) | 1 | -4 | 1 | -0.3 | -6 | -3 | -5 | 0 | -0.1 | 3
CC(C)[C@@H]1CC[C@@H](C)C[C@H]1OC(=O)C[n+]1cc(-c2ccc(Cl)cc2)n2c1CCCCC2 | 7 | -2 | -20 | -3.4 | -4 | 9 | -6 | 9 | -0.4 | 8
CC(C)(C)NC(=O)C(c1ccncc1)N(C(=O)c1csnn1)C1CC1 (stereo not given) | -3 | 2 | -5 | 0.2 | -4 | -5 | 0 | -21 | 0.0 | 0
COc1ccc2oc(C)c(NC(C)=O)c2c1 | -6 | 0 | 7 | 2.2 | 3 | 2 | 5 | 2 | 0.7 | 3
CC(C)(CO)CNC(=O)CCc1nnc(Cc2ccc(-c3ccccc3)cc2)o1 | -4 | -2 | -9 | 1.0 | 3 | -5 | 6 | 0 | -0.2 | -4
O=C(O)COc1ccc(NC(=O)c2ccc3c(c2)C(=O)N(CC2CCCO2)C3=O)cc1 (stereo not given) | 0 | 5 | 7 | -1.3 | -1 | -3 | 4 | -9 | 0.6 | 5
COc1cccc2c1OC1(C)CC2NC(=O)N1 (stereo not given) | -9 | 1 | 1 | -2.2 | -3 | 4 | 0 | 0 | -0.1 | -1
CCn1c(SCC(=O)N2CCCC(C)C2)nnc1-c1ccc(S(=O)(=O)N2CCN(C)CC2)cc1 (stereo not given) | -19 | 4 | 4 | -1.7 | 5 | 5 | 0 | 2 | 0.0 | -9
C=CCSc1nnc(-c2ccc([N+](=O)[O-])cc2)o1 | 8 | -4 | 4 | 3.3 | -7 | -3 | -3 | -5 | 0.4 | -2
O=c1cc2c(nn1Cc1ccc(Cl)cc1)-c1ccccc1CC2 | -4 | 17 | -1 | 0.6 | 3 | 2 | 10 | 7 | 0.1 | 7
O=C(/C=C/c1ccccc1)N1CCN(S(=O)(=O)c2ccc(F)cc2)CC1 | 1 | -3 | -5 | 0.3 | -13 | 5 | -6 | -1 | 0.0 | -3
CCC(C)c1ccc(N(C(=O)c2ccco2)C(C(=O)NC2CCCC2)c2cccnc2)cc1 (stereo not given) | -8 | 2 | -10 | 0.5 | 5 | -1 | -14 | -2 | 0.4 | -1
CCc1cc(-c2nnn(-c3cc(C(C)C)ccc3C)c2CC)ccc1-c1cn(CCc2c[nH]c3ccccc23)nn1 | 1 | 4 | -40 | -0.3 | -10 | -3 | 4 | -5 | 1.7 | 11

The last 2 records of the section before open the next one:
SMILES | ARFGAP1 inhibitor | GC-B act | sPLA2-III inh | GAA850 FXN act | ASAP1 inh | Tn6 DDE FP | NPR1 activator | ADAM10 inh | proKLK7 act | rCAG binder
CCC(C)c1ccc(N(C(=O)c2ccco2)C(C(=O)NC2CCCC2)c2cccnc2)cc1 (stereo not given) | -8 | 2 | -10 | 0.5 | 5 | -1 | -14 | -2 | 0.4 | -1
CCc1cc(-c2nnn(-c3cc(C(C)C)ccc3C)c2CC)ccc1-c1cn(CCc2c[nH]c3ccccc23)nn1 | 1 | 4 | -40 | -0.3 | -10 | -3 | 4 | -5 | 1.7 | 11
CC(OC(=O)CCN1C(=O)C2CC=CCC2C1=O)C(=O)Nc1cccc(C#N)c1 (stereo not given) | 13 | 2 | 3 | -0.8 | -6 | -2 | 1 | -3 | -0.4 | -1
CCOC(=O)CCc1c(C)c2ccc3c(c2oc1=O)CN(CCCO)CO3 | 7 | 3 | -6 | 0.6 | -1 | 1 | 5 | i | 52* | -1
CC(=NNC(N)=O)C1=C(O)C(C(C)C)NC1=O (stereo not given) | 12 | 1 | 4 | 0.0 | 2 | 12 | -2 | -8 | -0.1 | 1
O=C(Nc1ccnn1C1CCN(C2CCCC2)CC1)c1ccccc1Cl | -5 | 0 | -2 | 1.9 | -16 | 1 | 1 | 4 | -0.3 | -2
Cc1ccccc1C(=O)OC(C)C(=O)NCc1ccc2c(c1)OCO2 (stereo not given) | 3 | 3 | -6 | 1.0 | -1 | 12 | -1 | 3 | -0.1 | -2
O=C(N/C(=C\c1ccc(Br)cc1)C(=O)N1CCOCC1)c1ccccc1Cl | -1 | 6 | 4 | 0.4 | -15 | 2 | 2 | -6 | 0.0 | -7
NC(=O)CC(NC(=O)c1ccccc1)c1ccc(N2CCC(Cc3ccccc3)CC2)c([N+](=O)[O-])c1 (stereo not given) | 1 | 0 | 4 | -0.8 | 7 | -1 | 0 | 0 | 0.5 | 5
Cc1cccc(NC(=O)CSc2nnc(CCCCCNC(=O)OC(C)(C)C)o2)c1C | -8 | 9 | -3 | -2.9 | 5 | 0 | 2 | -11 | -0.2 | -8
C=CCNC(=O)C1CC(=O)N(c2ccc(OCC(=O)Nc3c(C)cccc3C)cc2)C1 (stereo not given) | -11 | 5 | -3 | -1.5 | 0 | 3 | 0 | 0 | 0.7 | 1
CC(C)N(Cc1ccccc1)C(=S)NCc1ccccc1 | 8 | -10 | -1 | -0.3 | 7 | -5 | -9 | -4 | 0.0 | -2
COc1ccc(NC(=O)CN(C)C(=O)c2ccc(N3CCOCC3)c([N+](=O)[O-])c2)cc1 | 4 | 6 | 1 | 0.1 | -4 | 2 | 1 | -4 | -0.5 | -3
O=S1(=O)CCOC[C@H](Cc2ccccc2)N1Cc1ccc(Cl)cc1 | 2 | -8 | -3 | 1.9 | 0 | 4 | -7 | 2 | 0.5 | -6
CCN(CC)S(=O)(=O)c1cccc(NC(=O)Nc2cccc(C(F)(F)F)c2)c1 | 21 | -1 | -47 | -5.8 | 16 | -24 | -9 | 30* | 0.5 | 19
O=C(NCc1ccccc1)C1(c2ccccc2)CCN(S(=O)(=O)c2ccccc2)CC1 | 9 | 3 | -7 | -1.6 | -3 | 3 | -1 | 6 | 0.1 | 0
CC(C(=O)OCC(=O)c1ccc(Br)cc1)N1C(=O)C2C3C=CC(C3)C2C1=O (stereo not given) | 12 | 3 | 0 | 0.5 | -9 | 4 | 17 | 1 | 0.4 | -2

Overlap with the part before: 2 entries, then new ones.
SMILES | ARFGAP1 inhibitor | GC-B act | sPLA2-III inh | GAA850 FXN act | ASAP1 inh | Tn6 DDE FP | NPR1 activator | ADAM10 inh | proKLK7 act | rCAG binder
O=C(NCc1ccccc1)C1(c2ccccc2)CCN(S(=O)(=O)c2ccccc2)CC1 | 9 | 3 | -7 | -1.6 | -3 | 3 | -1 | 6 | 0.1 | 0
CC(C(=O)OCC(=O)c1ccc(Br)cc1)N1C(=O)C2C3C=CC(C3)C2C1=O (stereo not given) | 12 | 3 | 0 | 0.5 | -9 | 4 | 17 | 1 | 0.4 | -2
CCc1nnc(NS(=O)(=O)c2ccc(NC(=O)c3ccc(S(=O)(=O)N(CC)CC)cc3)cc2)s1 | -13 | 8 | -65 | 0.3 | 16 | 5 | -1 | -5 | 0.1 | 76*
COc1ccc(OCC(O)CNC(=O)Nc2ccc(F)cc2)cc1 (stereo not given) | -2 | 2 | 0 | 1.5 | -2 | 8 | 2 | 0 | 0.3 | 1
Cc1ccccc1OC(C)C(=O)NCc1cccnc1 (stereo not given) | -4 | -3 | 3 | -0.7 | 0 | -5 | -2 | 4 | 0.0 | 3
C=CCNC(=O)CC(=O)N/N=C/c1ccccc1F | -5 | -1 | -5 | -0.4 | -11 | -3 | -1 | 0 | 0.5 | 1
COc1ccccc1C(CNC(=O)c1ccc(NS(=O)(=O)c2ccc3c(c2)OCCO3)cc1)N(C)C (stereo not given) | 5 | -4 | -3 | 0.1 | 5 | 0 | 4 | -3 | -0.3 | -2
Cc1ccn2c(=O)c(C(=O)NCCC3=CCCCC3)c(O)nc2c1 | -1 | -5 | -1 | 1.6 | -2 | -1 | -1 | -15 | -0.4 | 2
COc1ccc(C2/C=C\CN(C(=O)Oc3ccc(C(F)(F)F)cc3)CC(=O)N2Cc2ccc(F)cc2)cc1 (stereo not given) | 2 | -2 | -10 | 1.3 | 9 | 0 | 4 | 10 | 0.0 | 0
Cc1ccc(C(=O)NNC(=O)C(NC(=O)c2cccc(C)c2)C(C)C)cc1 (stereo not given) | 7 | 4 | -3 | -0.8 | 2 | 6 | -1 | -4 | 0.2 | 1
O=C(c1c[nH]c(C(=O)N2CCN(Cc3ccccc3)CC2)c1)C1CCCCC1 | 11 | 2 | 2 | 0.8 | 1 | -7 | 3 | 0 | 0.6 | -8
